Compound activity from PubChem.
Scp1 inh: Scp-1 (human) phosphatase inhibition. actives 0.88% (n = 340,000). Recombinant Scp1, phosphopeptide, malachite green phosphate absorbance. inhibition, % at 20 µM;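 active means inhibition above about 50% at 20 µM, limit read from the data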;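 further: plate controls were DMSO wells with enzyme for no effect and wells lacking enzyme for full effect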
Target sequence (Q9GZU7 76-261 limits assumed): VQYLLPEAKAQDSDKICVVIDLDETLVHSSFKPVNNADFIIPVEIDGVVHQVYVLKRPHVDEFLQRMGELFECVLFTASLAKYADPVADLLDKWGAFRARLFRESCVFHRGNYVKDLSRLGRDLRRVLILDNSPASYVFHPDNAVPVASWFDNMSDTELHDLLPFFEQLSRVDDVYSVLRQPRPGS
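Test system – truncated SCP-1 phosphatase (76-261aa) · Reagent – Phosphorylated 17-residue peptide substrate · Incubation – 45 min room-temperature reaction, 5 min colour, 30 min stabiliser · Detection – colorimetric phosphate reagent with accelerator and stabiliser, absorbance at 630 nm · Measure – % inhibition at 20 µM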
Rpn11 block: blocks the human proteasome subunit Rpn11. AID 588493. human 26S proteasome, Ub4-pepOG fluorescence polarization; 20S core pre-blocked with epoxomicin. actives 0.59% (n = 360,000). O00487. calls only at 20 µM;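 active means inhibition at 20 µM, scaled to each plate's controls, above about 33%, limit read from the data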
Target sequence (O00487 whole entry, looked up): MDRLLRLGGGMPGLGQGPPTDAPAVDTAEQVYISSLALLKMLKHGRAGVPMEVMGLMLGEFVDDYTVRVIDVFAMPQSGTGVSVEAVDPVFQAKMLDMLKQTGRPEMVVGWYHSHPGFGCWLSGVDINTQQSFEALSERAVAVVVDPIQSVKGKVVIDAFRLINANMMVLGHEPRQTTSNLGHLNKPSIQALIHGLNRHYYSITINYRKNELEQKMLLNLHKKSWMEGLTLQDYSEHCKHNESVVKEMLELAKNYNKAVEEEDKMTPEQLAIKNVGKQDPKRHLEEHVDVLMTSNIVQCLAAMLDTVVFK
DNMT1 block: inhibitors of human DNMT1. P26358. inhibition (reported as % activation of signal), % at 10 µM. actives 0.83% (n = 360,000). DNMT1 molecular beacon, Hinp1I cleavage, fluorescence; in the data active means inhibition above about 50%
STEP inh: blocks human striatal-enriched tyrosine phosphatase; P54829; recombinant STEP, OMFP fluorogenic substrate, fluorescence; inhibition, % at 20 µM; actives 0.25% (n = 360,000); AID 588621;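 active means inhibition at 20 µM, scaled per plate between control wells, above about 37%, limit read from the data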;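 further: 0% = DMSO with enzyme and substrate and 100% = substrate only without enzyme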
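Material: STEP (striatal-enriched tyrosine phosphatase) enzyme, cell-free; Compound dosing: 20 µM single dose in 1% DMSO; Technique: fluorescence read at 480 nm ex / 540 nm em; Times: reaction 20 min, ambient temperature; Medium: 50 mM Bis-Tris pH 6.0 with 2.5 mM DTT and 0.005% Tween 20; Also added: OMFP at 25 µM.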
NadD inh: inhibitors of Staphylococcus aureus NadD; purified NadD enzyme, colorimetric absorbance read-out; inhibition, % at 20 µM; actives 0.78% (n = 360,000); AID 602399; in the data active means inhibition above about 26%; further: some compounds past the cut are filed as inactive
Tb MetRS inh: Trypanosoma brucei MetRS inhibition. actives 0.4% (n = 360,000). purified T. brucei MetRS, ATP depletion, Kinase-Glo luminescence. inhibition, % at 11.9 µM;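 active means inhibition above a per-plate cutoff of the control wells' mean inhibition plus 3 SD, cut at about 5.5% in these data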;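 further: 0% = DMSO wells median and 100% = median of wells with control inhibitor compound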
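Material: T. brucei methionyl-tRNA synthetase, purified; reagent: substrates ATP, L-methionine and bulk Escherichia coli tRNA; dosing: 11.9 µM single point; timing: 15 min plus 2 h at 25 °C; detection: luminescence of leftover ATP; evaluation: % inhibition; control set: DMSO-only wells as low control; replicates: singlicate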
MsrA inh: inhibits bovine methionine sulfoxide reductase A. purified bovine MsrA, absorbance read-out. inhibition, % at 15.5 µM. actives 0.75% (n = 360,000). AID 651718; in the data active means inhibition above about 4.5%;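 further: 0% = vehicle wells with enzyme and 100% = reference inhibitor wells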
SUMO1-SIM PPI: alters human SUMO1 binding to SIM partners; P63165; SUMO1 binding to a labelled peptide, TR-FRET, 1 h; inhibition, % at 20 µM; actives 0.33% (n = 360,000); AID 602429; in the data active means inhibition above about 37%
Target sequence (P63165 whole entry, looked up): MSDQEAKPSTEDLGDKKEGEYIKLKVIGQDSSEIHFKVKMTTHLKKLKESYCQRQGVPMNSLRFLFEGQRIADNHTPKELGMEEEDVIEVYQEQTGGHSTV
CSN deneddyl inh: CSN deneddylation inhibition; Purified CSN, SCF-Nedd8-OG deneddylation, fluorescence polarization; AID 651999; Q92905; actives 0.38% (n = 360,000); inhibition, % at 12.5 µM;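 active means pattern-corrected inhibition above about 35%, with an unprinted fluorescence ratio check between 0.5 and 1.5, limit read from the data, passing the limit was not always enough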;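 further: 0% = enzyme with substrate and 100% = substrate without enzyme; some results filed as inactive read as strong as hits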
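Detection – fluorescence polarization · System – HEK293T-derived human Csn5 enzyme · Controls – substrate-only high control, full reaction low control · Timing – 90 min, room temperature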
LMPTP block: blocks human LMPTP phosphatase; P24666; recombinant LMPTP-A, OMFP fluorogenic substrate, fluorescence intensity; inhibition, % at 20 µM; actives 0.22% (n = 360,000);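 active means compounds that cut the enzyme signal by at least half of the control window in the single-dose screen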;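 further: plate controls were DMSO wells with enzyme plus substrate for no effect and substrate without enzyme for full effect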
Target sequence (P24666 whole entry, looked up): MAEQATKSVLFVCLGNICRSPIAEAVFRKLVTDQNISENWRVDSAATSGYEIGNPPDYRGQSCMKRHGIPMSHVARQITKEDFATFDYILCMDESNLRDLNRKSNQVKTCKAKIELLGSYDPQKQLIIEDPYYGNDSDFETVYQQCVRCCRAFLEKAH
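material = LMPTP-A | quantity = 0.625 nM enzyme | reagent = OMFP substrate, 400 µM final | buffer or medium = Bis-Tris pH 6.0, DTT, detergent | detection = endpoint fluorescence intensity from OMFP dephosphorylation | dosing = single 20 µM dose | read-out basis = % inhibition relative to no-enzyme and uninhibited control wells | control set = no-enzyme and uninhibited controls | timing = 50 min at room temperature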
Numbers without * were called inactive; i = inactive; . = not tested or not shown; & = joins results of further samples.

cpd	Structure	DNMT1 block	MsrA inh	CSN deneddyl inh	Tb MetRS inh	Scp1 inh	SUMO1-SIM PPI	LMPTP block	STEP inh	Rpn11 block	NadD inh
1	CCC(=O)Nc1ccc(C(=O)CSc2nnc(-c3ccc(NS(=O)(=O)CC)cc3)o2)cc1OC	0.8	-0.1	-3.0	-0.5	-5.8	3.2	3.7	0.7	i	-2.7
2	Cc1ccc(CN2CCc3c(OCc4ccc(F)cc4)cccc3C2=O)cc1	-3.2	-0.5	-2.6	-0.8	-16.0	0.4	6.2	1.4	i	4.4
3	CCCC(=O)OC1CCS(=O)(=O)c2sccc21 (centres undefined)	0.1	0.7	1.4	-0.3	-1.4	3.3	-1.1	-2.5	i	-3.9
4	COC(=O)C1C(c2ccc(OC)cc2)Nc2nnc(C(F)(F)F)n2C1(C)O (centres undefined)	0.1	-0.4	-11.7	0.4	-4.9	0.2	-1.1	-2.7	i	-4.7
5	COC(=O)C1=C(C)N(c2ccc(F)cc2)/C(=C/c2ccc(O)cc2)C1=O	-3.4	0.4	4.5	0.0	-7.3	-5.8	-0.7	-2.5	i	3.4
6	CN(C)CC(O)c1ccc(C=Cc2ccc(Cl)cc2)cc1 (centres undefined)	-1.2	-0.3	4.9	0.1	-7.7	-47.7	-1.8	4.6	i	-7.3
7	CC(=O)c1c(C)oc2c1C(=O)c1ccccc1C2=O	-17.8	0.1	5.3	-0.3	-4.9	-12.2	-1.3	0.3	i	-4.0
8	COc1ccc(OC)c(/C=C/c2nc3ccccc3[nH]c2=O)c1	-5.8	-0.1	19.3	-0.2	1.8	-10.3	0.2	-6.5	.	0.1
9	Cc1cc(NC(=O)C2CC=CCC2C(=O)O)ccc1NC(=O)c1ccccc1 (centres undefined)	1.0	1.6	1.8	-0.1	-6.9	5.1	-1.0	-2.5	i	-1.0
10	CCNc1nc(NC(C)C)nc(Oc2ccc(OCCOc3ccccc3)nn2)n1	2.3	0.0	1.1	-0.9	-3.0	-3.5	-1.0	1.7	i	0.0
11	C=CCc1c(C)nc2ccc(C(=O)OCC)cc2c1Cl	-4.9	3.4	0.1	0.5	-10.9	0.2	0.1	-1.3	i	-7.4
12	COc1ccc(NC(=S)NCCNC(C)=O)cc1	-0.3	0.2	-3.4	-0.2	-3.6	3.2	0.2	1.0	i	7.7
13	CCCN(CC1CC1)C(=O)COC(=O)c1ccc(CNS(=O)(=O)c2ccc(F)c(Cl)c2)cc1	1.2	-0.2	-1.2	0.2	-10.1	-3.8	2.3	-0.1	i	-0.6
14	CCC1(C)Cc2nc3[nH]c(=S)n(-c4ccccc4)c(=O)c3cc2CO1 (centres undefined)	5.0	-0.1	0.5	-1.4	-3.1	4.1	-1.7	-2.4	i	-3.2
15	COc1ccc(C(=O)CN2CCN(S(=O)(=O)c3cccc([N+](=O)[O-])c3)CC2)cc1OC	-8.2	0.1	-2.6	-0.2	-3.4	-10.0	-2.0	-0.6	i	-0.2
16	COc1ccccc1-c1cc(NC=O)c2ncc(-c3cccc(C(F)(F)F)c3)n2c1	-11.8	0.5	4.4	-0.4	.	-30.4	6.5	-0.2	i	17.1
17	O=S(=O)(O)c1cc(O)ccc1O	-3.9	2.0	1.1	-0.6	-11.3	-5.8	-1.1	0.5	i	-3.9
18	COC(=O)C1(C(=O)OC)C(C(=O)c2ccccc2)C1c1ccccc1 (centres undefined)	0.7	-0.1	1.1	-0.3	-10.4	-1.9	-0.2	-1.7	i	-3.1
19	COC(=O)COc1ccc(C2NC(=O)NC(c3ccccc3)=C2C(C)=O)cc1Br (centres undefined)	-2.3	0.8	-4.5	-0.5	-4.7	3.0	0.2	-2.4	i	-2.6
20	CCOc1ccccc1C(=O)NC1CC2CCCC(C1)N2C1CC1 (centres undefined)	2.6	1.2	-2.3	0.0	-12.1	17.1	-1.0	-4.8	i	-0.3

(next part)
cpd	Structure	DNMT1 block	MsrA inh	CSN deneddyl inh	Tb MetRS inh	Scp1 inh	SUMO1-SIM PPI	LMPTP block	STEP inh	Rpn11 block	NadD inh
21	COc1ccc(NC(=O)c2cccc(Cl)c2)c[n+]1[O-]	0.8	-0.7	-1.0	-0.6	-15.4	-1.6	-0.9	-3.4	i	-9.5
22	Cc1c(S(=O)(=O)N2CCCC(C(=O)O)C2)cnn1C (centres undefined)	-2.8	0.0	3.4	-0.6	-2.7	-0.2	-1.3	-1.3	i	4.1
23	O=C(C1=C(O)C(=O)N(CCN2CCOCC2)C1c1ccc(F)cc1)c1cccs1 (centres undefined)	-2.8	-0.3	5.1	-0.1	-3.7	1.2	-0.7	0.7	i	-2.0
24	CC1CCCCC1NC(=O)CCNS(=O)(=O)c1ccc2c(c1)CCC(=O)N2 (centres undefined)	-0.4	0.6	2.2	-0.1	-4.3	4.0	-1.2	-2.8	i	1.2
25	C(=NN1CCCCCC1)c1ccccc1	8.2	0.6	-0.3	-0.2	-7.6	-6.4	-0.2	2.5	i	4.2
26	C/C(=N\NC(=O)c1cc(-c2ccc(C)s2)nc2ccccc12)c1cccnc1	-2.0	2.0	4.7	-0.3	-11.6	-22.7	2.1	2.3	i	10.9
27	CC(=O)c1cccc(N(C(=O)c2ccco2)C(C(=O)NC2CCCC2)c2ccncc2)c1 (centres undefined)	-0.8	0.2	5.9	-1.3	2.0	-5.0	-0.3	1.7	i	-3.1
28	Cc1nn(C2CCS(=O)(=O)C2)c(Cl)c1/C=C/C(=O)OCC(N)=O (centres undefined)	-0.4	1.0	2.9	-0.6	-7.4	-7.4	-0.3	-3.3	i	-0.6
29	COc1cc([N+](=O)[O-])ccc1NC(=O)CN1CCCC1	4.2	-0.2	-5.7	0.3	-6.1	-4.2	-2.3	-1.6	i	-8.5
30	COc1cccc(C(NC(C)=O)c2nc(-c3cccc(NC(C)=O)c3)cs2)c1 (centres undefined)	0.0	1.2	-0.9	-0.3	.	-2.6	-1.0	-1.1	i	-1.5
31	COc1ccc(C(=O)CCC(=O)Nc2cccnc2)cc1OC	1.6	-0.6	4.7	-0.1	-4.9	-2.2	-0.7	-3.0	i	-1.5
32	CS(=O)(=O)N1c2cccc3cccc(c23)S1(=O)=O	-2.9	3.0	4.9	-0.4	7.5	-11.2	-0.7	-3.7	i	-0.3
33	COC(=O)c1cc(Sc2cccc(Cl)c2Cl)ccn1	4.9	-0.9	-8.6	-0.6	13.7	-0.9	3.5	3.7	i	1.2
34	CC1Sc2ccccc2N(Cc2ccccc2)C1=O (centres undefined)	-1.4	-1.0	-1.6	0.1	.	2.7	1.6	-1.6	i	-1.3
35	COc1ccccc1NCc1nnc(-c2ccccc2)o1	-2.1	-1.0	1.0	-0.2	-5.7	-0.9	0.6	1.0	i	-4.2
36	Cc1sc2nc3ccc(NCc4ccco4)nn3c(=O)c2c1C	10.7	-0.1	-5.8	-1.2	9.6	10.3	1.6	3.0	i	1.4
37	O=[N+]([O-])c1cccc(-c2nnc(-c3ccccc3)o2)c1	-3.0	0.0	7.3	-0.2	-1.4	14.4	0.4	-0.8	i	-9.9
38	CCS(=O)(=O)N1CCN(C(=O)c2ccc3nc(C)c(N(C)C(=O)CCc4ccccc4)n3c2)CC1	4.1	-0.5	-1.6	-0.2	.	2.6	-4.0	0.3	i	4.7
39	O=C(Nc1ccc(S(=O)(=O)Nc2nccs2)cc1)c1cc(-c2ccccc2)nc2ccccc12	-10.5	0.6	-2.2	0.3	1.7	8.1	3.0	-2.4	i	45.6*
40	Cc1ccc(S(=O)(=O)c2cnc3cc(C)nn3c2N)cc1	-1.7	-0.1	-7.1	-0.6	-0.4	1.7	-0.1	-1.1	i	-1.4

8 structures from above, ordered by length of the SMILES, smallest number first:
cpd	Structure	DNMT1 block	MsrA inh	CSN deneddyl inh	Tb MetRS inh	Scp1 inh	SUMO1-SIM PPI	LMPTP block	STEP inh	Rpn11 block	NadD inh
25	C(=NN1CCCCCC1)c1ccccc1	8.2	0.6	-0.3	-0.2	-7.6	-6.4	-0.2	2.5	i	4.2
12	COc1ccc(NC(=S)NCCNC(C)=O)cc1	-0.3	0.2	-3.4	-0.2	-3.6	3.2	0.2	1.0	i	7.7
6	CN(C)CC(O)c1ccc(C=Cc2ccc(Cl)cc2)cc1 (centres undefined)	-1.2	-0.3	4.9	0.1	-7.7	-47.7	-1.8	4.6	i	-7.3
40	Cc1ccc(S(=O)(=O)c2cnc3cc(C)nn3c2N)cc1	-1.7	-0.1	-7.1	-0.6	-0.4	1.7	-0.1	-1.1	i	-1.4
37	O=[N+]([O-])c1cccc(-c2nnc(-c3ccccc3)o2)c1	-3.0	0.0	7.3	-0.2	-1.4	14.4	0.4	-0.8	i	-9.9
24	CC1CCCCC1NC(=O)CCNS(=O)(=O)c1ccc2c(c1)CCC(=O)N2 (centres undefined)	-0.4	0.6	2.2	-0.1	-4.3	4.0	-1.2	-2.8	i	1.2
13	CCCN(CC1CC1)C(=O)COC(=O)c1ccc(CNS(=O)(=O)c2ccc(F)c(Cl)c2)cc1	1.2	-0.2	-1.2	0.2	-10.1	-3.8	2.3	-0.1	i	-0.6
15	COc1ccc(C(=O)CN2CCN(S(=O)(=O)c3cccc([N+](=O)[O-])c3)CC2)cc1OC	-8.2	0.1	-2.6	-0.2	-3.4	-10.0	-2.0	-0.6	i	-0.2

The listing continues.
cpd	Structure	DNMT1 block	MsrA inh	CSN deneddyl inh	Tb MetRS inh	Scp1 inh	SUMO1-SIM PPI	LMPTP block	STEP inh	Rpn11 block	NadD inh
41	COc1ccc(N(C)S(=O)(=O)c2cccc(C(=O)N3CCN(S(=O)(=O)c4ccc(C)cc4)CC3)c2)cc1	-2.8	0.8	-2.6	-0.2	-6.9	12.4	2.4	0.9	i	-3.7
42	CCOC(=O)N1CCC(NCCNC(=O)c2ccccc2)CC1	4.4&8.5	-0.7&-0.5	0.7&-4.4	-0.7&-0.3	-7.2&-1.9	0.5&-4.0	-2.8&-3.4	-0.4&-0.9	i	-5.8&-1.1
43	COc1cc(OC)cc(C(=O)NCCS(=O)(=O)N2CCN(Cc3ccccc3)CC2)c1	0.9	-1.5	-1.4	-0.5	-4.9	0.7	-0.8	-1.6	i	-2.6
44	CCOc1ccc(CNC(=O)CCCn2nc(C)c3c(C)n(-c4ccc(C)cc4)nc3c2=O)cc1	-0.8	1.7	1.2	-0.2	3.1	2.3	-2.7	-1.6	i	-3.1
45	CCCCCC(=O)Nc1cccc(C2=NOC3(C2)C[C@H](C(N)=O)N(C(=O)c2ccccc2)C3)c1 (some centres undefined)	4.1	0.5	1.9	-0.5	10.2	11.5	0.3	-1.3	i	4.9
